Bioassay records as filed in PubChem.
CRFR2-BP ag: agonists of CRF-BP/CRF-R2 complex, primary screen, cell-based, HEK293, calcium dye fluorescence, uHTS | CRF-binding protein / CRF receptor 2 complex (human) | calcium dye fluorescence (FLIPR); percent of saturating CRF peptide response | activation, % at 13.2 µM | 350,000 compounds, 0.46% hits;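 active = activation of at least 50%, plus an integration ratio under a set limit after plate pattern correction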;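 note: plate controls were neutral control wells without compound for no effect and CRF at EC100 for full effect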
CHRM5 agonist: human M5 muscarinic receptor agonists, primary screen, CHO-K1 cells, Fluo-8 calcium fluorescence. CHO-K1 hM5 cells; 0% DMSO wells, 100% maximal acetylcholine response. activation, % at 3 µM. 360,000 compounds, 0.19% hits. AID 624037, 2012;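 active = activation above the run's mean over test compounds plus 3 SD, cut at about 23% in these data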;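 note: signal is peak over basal fluorescence ratio across the kinetic read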
CHRM4 PAM: human M4 muscarinic receptor positive allosteric modulators, primary screen, CHO-K1 cells, Fluo-8 calcium fluorescence | 360,000 compounds, 0.4% hits | AID 624126, 2012 | CHO-K1 hM4/Gqi5, ACh EC20; 0% = ACh EC20, 100% = maximal ACh | activation, % at 3 µM | Muscarinic acetylcholine receptor M4 (Homo sapiens), P08173;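 active = activation above its plate's cutoff, the mean activation of sample wells plus 3 SD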; note: some results filed as inactive read as strong as hits
Target sequence (P08173 whole entry, looked up): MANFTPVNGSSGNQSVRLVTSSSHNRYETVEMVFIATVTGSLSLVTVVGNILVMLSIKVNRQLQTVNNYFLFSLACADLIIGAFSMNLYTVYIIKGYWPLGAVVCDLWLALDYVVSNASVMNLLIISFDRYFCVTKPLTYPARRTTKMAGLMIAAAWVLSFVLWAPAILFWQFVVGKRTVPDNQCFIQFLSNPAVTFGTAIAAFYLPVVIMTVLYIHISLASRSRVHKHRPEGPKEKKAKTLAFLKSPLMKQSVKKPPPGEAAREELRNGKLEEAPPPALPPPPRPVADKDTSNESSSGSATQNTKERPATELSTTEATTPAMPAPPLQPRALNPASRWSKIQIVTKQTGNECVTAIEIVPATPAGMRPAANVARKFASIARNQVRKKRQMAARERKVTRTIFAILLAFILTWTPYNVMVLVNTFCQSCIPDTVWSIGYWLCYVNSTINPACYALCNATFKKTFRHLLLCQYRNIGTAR
CHRM5 antagonist: human M5 muscarinic receptor antagonists, primary screen, CHO cells, Fluo-8 calcium fluorescence; Muscarinic acetylcholine receptor M5 (Homo sapiens), P08912; CHO-hM5 cells, ACh EC80; inhibition, % at 3 µM; 360,000 compounds, 0.59% hits;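 active = inhibition above a per-plate cutoff, the mean of that plate's test compounds plus 3 SD, cut at about 27% in these data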;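 note: 0% = acetylcholine EC80 with DMSO and 100% = DMSO without agonist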
CHRM4 antagonist: human M4 muscarinic receptor antagonists, primary screen, CHO cells, Fluo-8 calcium fluorescence; Muscarinic acetylcholine receptor M4 (Homo sapiens), P08173; CHO-hM4 cells, ACh EC80; inhibition, % at 3 µM; 360,000 compounds, 0.73% hits;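 active = inhibition above its plate's cutoff, the mean inhibition of sample wells plus 3 SD, cut at about 27% in these data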;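 note: 0% = acetylcholine EC80 with DMSO and 100% = DMSO without agonist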
CRFR2-BP antag: antagonists of CRF-BP/CRF-R2 complex, primary screen, cell-based, HEK293, calcium dye fluorescence, uHTS | inhibition, % at 11.8 µM | CRF-induced calcium fluorescence | 350,000 compounds, 0.59% hits | AID 588475, 2011;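 active = inhibition of the ligand-induced calcium signal above about 50% at the single tested concentration, limit read from the data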
M5 PAM: human M5 muscarinic receptor positive allosteric modulators, primary screen, CHO-K1 cells, Fluo-8 calcium fluorescence. Muscarinic acetylcholine receptor M5 (Homo sapiens), P08912. CHO-K1 hM5, ACh EC20 PAM; 0% = ACh EC20, 100% = ACh EC100. activation, % at 3 µM. 360,000 compounds, 0.3% hits;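 active = activation above the run cutoff, the mean activation of all test compounds plus 3 SD, cut at about 18% in these data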
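system = human M5 receptor in CHO-K1 cells | reagent = EC20 acetylcholine as agonist stimulus | compound dosing = single-point, 3 µM nominal | incubation = Fluo-8 loading 80 min at 37 °C plus 30 min room temperature | detection = Fluo-8 calcium dye fluorescence, kinetic read | benchmarks = low control EC20 acetylcholine (0%), high control EC100 acetylcholine (100%)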
IDE inh: human IDE inhibitors in live cells, primary screen, fluorescence polarization, HEK cells, FAbetaB substrate; inhibition, % at 5.59 µM; AID 434962, 2010; FAbetaB cleavage; 320,000 compounds, 0.41% hits; Insulin-degrading enzyme (Homo sapiens), P14735;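 active = percent inhibition above the average of all tested compounds plus 3 SD, set per screening campaign, cut at about 16% in these data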;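 note: IDE supplied by intact live HEK cells; FP after avidin binding of uncleaved biotin substrate so inhibition keeps polarization high; 0% = DMSO wells and 100% = 60 µM reference IDE inhibitor Ii1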
M4 ag: human M4 muscarinic receptor agonists, primary screen, CHO-K1 cells, Fluo-8 calcium fluorescence | CHO-K1 hM4/Gqi5; vehicle 0%, full acetylcholine response 100% | activation, % at 3 µM | 360,000 compounds, 0.14% hits;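 active = activation above the run mean over all test wells plus 3 SD, cut at about 32% in these data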;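 note: peak over basal fluorescence ratio per well then scaled between controls; 0% = DMSO wells and 100% = acetylcholine at EC100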
Numbers without * were called inactive; x = not tested or not shown.

#	molecule	CRFR2-BP ag	CHRM5 agonist	CHRM4 PAM	CHRM5 antagonist	CHRM4 antagonist	CRFR2-BP antag	M5 PAM	IDE inh	M4 ag
1	CCCCNC(=O)NC1C(NC(=O)NCCCC)N(C)C(=O)N1C (configuration not stated)	-0.5	2	-3	-2	-15	0	-2	4	0
2	O=S(=O)(Nc1c(O)ccc2ccccc12)c1ccccc1	2.0	1	-2	12	5	1	0	14	1
3	Cn1cccc1CNCc1ccccc1Cl	4.1	2	-2	5	-7	2	-3	-6	0
4	CC1=C(C(=O)N2CCc3ccccc32)C2(CCC(C)CC2)OC1=O (configuration not stated)	0.5	-3	3	-4	2	-18	3	0	-3
5	CC(C)(C)n1nnnc1C(c1ccccn1)N(Cc1ccccc1)Cc1ccc(Cl)cc1 (configuration not stated)	1.6	-7	-10	-2	0	-6	-16	-1	-1
6	CCC(=O)Nc1cccc(-c2nnc(-c3cccc(NC(=O)CC)c3)o2)c1	-0.4	5	-5	1	-5	-12	-7	-8	17
7	COc1ccc(NC(=O)C/C(C)=N/NC(=O)C(=O)NC(C)C)c(OC)c1	-1.3	-2	5	-12	-11	-15	-5	2	2
8	O=C(Nc1ccccc1N1CCCCC1)c1ccc(-c2cccc(Cl)c2)o1	-0.4	-2	2	5	7	10	-7	3	-1
9	Cc1cnc([N+](=O)[O-])n1CCOC(=O)NC(=O)c1ccccc1Cl	1.8	-2	15	4	-9	4	2	-1	3
10	CCCCCC(=O)Nc1cc(S(=O)(=O)O)cc2cc(S(=O)(=O)O)cc(O)c12	-1.0	1	7	14	-5	-1	-1	x	0
11	CN1C(=O)C(C)(C)c2cc(S(=O)(=O)N(C)Cc3ccccc3)ccc21	-4.0	2	-6	1	9	-37	-11	2	8
12	CCOc1ccc2[nH]c(=O)c(CN(Cc3nnnn3Cc3ccco3)C3CCCCC3)cc2c1	8.6	-2	0	-9	1	19	3	1	2
13	COc1cc(C2C3=C(CC(C)(C)CC3=O)N(C)C3=C2C(=O)CC(C)(C)C3)ccc1O	-0.7	-1	2	6	12	0	-5	x	0
14	Cc1ccc(Oc2ncccc2COC(=O)Nc2ccccc2C)cc1	-1.7	-6	-12	7	0	25	-11	5	10
15	CSc1ccccc1NC(=O)COc1ccccc1C	-1.1	-13	11	-4	-23	-39	8	3	-2
16	CC(=O)Nc1ccc(S(=O)(=O)Nc2ccc3[nH]c(=O)[nH]c3c2)cc1	0.8	-4	-1	11	-4	-14	-7	1	0
17	Cc1ccc(C)c(Cn2nc3c4ccccc4n(Cc4ccccc4)cc-3c2=O)c1	-0.1	1	0	3	5	-2	3	x	-1
18	CS(=O)(=O)c1ccccc1C(=O)N(CCc1ccccc1)Cc1ccccc1	0.9	-2	-5	7	0	-13	-3	-1	7
19	O=S(=O)(c1ccc(NC(=S)NCc2cccnc2)cc1)N1CCCCC1	-1.2	2	-15	18	38*	-2	-27	3	32
20	Cc1ccc(NS(=O)(=O)c2cc3c4c(cccc4c2)C(=O)NC3=O)cc1	-2.4	-6	0	-3	-2	-20	-3	-7	0
21	CN(Cc1cnn(C)c1)C(=O)C1CCCCC1C(=O)O (configuration not stated)	-1.2	0	12	-9	4	2	4	6	1
22	S=C(NCCCN1CCOCC1)NN=C1c2ccccc2-c2ccccc21	-2.7	0	2	-15	-7	-11	3	x	3
23	COC(=O)C(C)(C(=O)OC)c1ccc(C(F)(F)F)cc1[N+](=O)[O-]	-4.1	4	-2	2	-4	-7	1	-12	2
24	O=C(Nc1ccc2c(c1)OCCO2)C1C(=O)Nc2ccccc2C(=O)N1C1CCCCC1 (configuration not stated)	x	-2	0	8	5	x	-6	x	3

Part of the list above in order of number of heavy atoms, rising:
#	molecule	CRFR2-BP ag	CHRM5 agonist	CHRM4 PAM	CHRM5 antagonist	CHRM4 antagonist	CRFR2-BP antag	M5 PAM	IDE inh	M4 ag
23	COC(=O)C(C)(C(=O)OC)c1ccc(C(F)(F)F)cc1[N+](=O)[O-]	-4.1	4	-2	2	-4	-7	1	-12	2
20	Cc1ccc(NS(=O)(=O)c2cc3c4c(cccc4c2)C(=O)NC3=O)cc1	-2.4	-6	0	-3	-2	-20	-3	-7	0
13	COc1cc(C2C3=C(CC(C)(C)CC3=O)N(C)C3=C2C(=O)CC(C)(C)C3)ccc1O	-0.7	-1	2	6	12	0	-5	x	0

Remaining list, next part.
#	molecule	CRFR2-BP ag	CHRM5 agonist	CHRM4 PAM	CHRM5 antagonist	CHRM4 antagonist	CRFR2-BP antag	M5 PAM	IDE inh	M4 ag
25	CCOC(=O)CC1C(=O)NCCN1C(=O)c1sc2ccccc2c1Cl (configuration not stated)	2.4	1	-6	9	-6	-3	-1	4	1
26	CC(=O)N1CCC(C(=O)Nc2ccc3c(c2)CCC3)CC1	-0.8	-1	1	9	-3	-3	1	-7	0
27	CCc1nc2ccc(C(=O)NCCc3ccccn3)cn2c1N(CC)Cc1cccc(Br)c1	x	0	-11	4	1	x	-7	x	11
28	COc1cc(SC)ccc1C(=O)Nc1ccc2c(c1)OCCO2	0.3	-1	-1	4	-7	-7	-5	-2	1
29	COC(=O)c1cc(NC(=O)c2cc(C(C)(C)C)nn2Cc2cccc(C)c2)ccc1N1CCOCC1	-0.3	4	-9	9	6	5	-6	-2	6
30	CC(C)(C)C(=O)N(Cc1nc2ccccc2c(=O)[nH]1)Cc1cccs1	1.5	2	7	2	-8	-4	-1	4	1
31	COc1ccc(NC(=O)CNC(=O)Cc2ccccc2)cc1OC	-1.9	-3	-4	13	2	6	0	-7	1
32	C/C(N)=C(/C#N)C(=O)COC(=O)CCS(=O)(=O)c1ccccc1	-2.4	-2	9	-1	-8	13	-17	2	1
33	CC(=O)N1CCN(S(=O)(=O)c2cccc(C(=O)OCc3cccc(F)c3)c2)CC1	1.1	7	-8	3	8	3	-12	4	11
34	Cc1cc(C)nc(Nc2ccc(C(=O)O)cc2)n1	-1.5	1	-7	2	1	25	-7	-1	2
35	CN(C)c1ccc(/C=C/C(=O)c2cccnc2)cc1	120*	107*	-15	26	16	-59	-28	30*	39*
36	CN1CCN(c2ccc(NC(=O)c3ccco3)cc2Cl)CC1	-0.6	-3	2	5	-4	-8	2	-2	1

Quoted at random: 3 records from the list
#	molecule	CRFR2-BP ag	CHRM5 agonist	CHRM4 PAM	CHRM5 antagonist	CHRM4 antagonist	CRFR2-BP antag	M5 PAM	IDE inh	M4 ag
27	CCc1nc2ccc(C(=O)NCCc3ccccn3)cn2c1N(CC)Cc1cccc(Br)c1	x	0	-11	4	1	x	-7	x	11
36	CN1CCN(c2ccc(NC(=O)c3ccco3)cc2Cl)CC1	-0.6	-3	2	5	-4	-8	2	-2	1
34	Cc1cc(C)nc(Nc2ccc(C(=O)O)cc2)n1	-1.5	1	-7	2	1	25	-7	-1	2

Next records:
#	molecule	CRFR2-BP ag	CHRM5 agonist	CHRM4 PAM	CHRM5 antagonist	CHRM4 antagonist	CRFR2-BP antag	M5 PAM	IDE inh	M4 ag
37	CCCOC(=O)c1[nH]c2c(c1C)C(=O)CC(c1cccs1)C2 (configuration not stated)	-0.8	-2	7	-4	-10	18	-3	-1	2
38	Cc1ccc(NC(=S)NCCN2CCOCC2)cc1F	-0.6	-1	3	10	3	0	5	-5	1
39	CCOC(=O)C1(CC2CC2)CCN(S(=O)(=O)C[C@]23CC[C@H](CC2=O)C3(C)C)CC1	7.0	-2	-2	6	-3	-3	-2	-4	0
40	Cc1cccc(NC(=O)c2ccc(Cl)c(NC(=O)c3ccncc3)c2)c1C	-0.9	-4	0	18	-3	-15	-12	0	3
41	CCOC(=O)c1ccc(NC(=O)CN2C(=O)C(C)SC(C)C2=O)cc1 (configuration not stated)	1.7	1	-3	4	1	-2	-3	4	4
42	CSc1nc2n(n1)C(C)C1=C(CCCC1=O)N2 (configuration not stated)	-0.9	-1	5	1	3	-1	4	1	1
43	COCCNC(=S)N1CCC(NC(=O)Nc2ccc(C)cc2)CC1	-1.4	1	7	-5	-4	8	4	-10	1
44	CC1CN(C(=O)N2c3ccccc3Sc3ccccc32)C(C)CC1=O (configuration not stated)	0.9	-7	-9	0	18	13	-12	-2	-3
45	COc1ccc(C(=O)Nc2ccccc2C(=O)N/N=C/c2cccc3ccccc23)cc1	0.4	1	-2	3	7	-10	-1	1	1
46	CCS/C(N)=N/N=C/c1cc(C)ccc1O	-0.8	-1	3	5	5	-11	-3	3	0
47	O=C1C2N=NN(CC(=O)N3N=C(c4cccc5ccccc45)CC3c3ccccc3)C2C(=O)N1c1ccccc1 (configuration not stated)	1.3	-4	-2	-2	-4	-6	-2	3	3
48	COC(=O)c1ccc(Oc2ccc3nncn3n2)cc1	0.1	1	19	-4	-4	6	2	-3	0
